Abs 340nm – compounds absorbing at 340 nm. compound absorbance at 340 nm, fold over control. fold change at 10 µM. 65,000 tested, under 10 active;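 active means at 10 µM dose, initial 340 nm absorbance at least 2 fold that of control wells; inactive means change under 2 fold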;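 further: initial absorbance extrapolated from kinetic A340 decline of NADH oxidation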
CatS inh – human cathepsin S inhibition; 62,000 tested, 0.06% active; P25774; inhibition, %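 (tested at 5 µM per compound within 10-compound mixtures)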; AID 501; recombinant cathepsin S, AMC dipeptide fluorescence, pooled mixtures; in the data active means inhibition above about 32%, passing the limit was not always enough;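 further: 0% = enzyme without compound and 100% = blank without enzyme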
FXIa inh mix – inhibitors of human coagulation factor XIa, pooled mixtures | inhibition, % at 5 µM | purified FXIa, fluorogenic substrate | 62,000 tested, 0.19% active;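 further: each value is inhibition by a whole ten-compound pool holding the compound; 0% = enzyme with no mixture and 100% = wells lacking enzyme; strong numbers were not always called active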
C1s block – human complement C1s inhibition. 62,000 tested, 0.16% active. P09871. mean inhibition % of two 10-compound mixtures (active compounds read high), % at 5 µM (by protocol). purified C1s, fluorogenic AMC substrate, pooled mixtures;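 active means inhibition above 20% in each of the two 10-compound mixture wells holding the compound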;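 further: 0% = enzyme wells lacking compound mixture and 100% = no-enzyme blank wells; some compounds called inactive have numbers as strong as hits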
CatB mixtures – inhibitors of human cathepsin B in compound mixtures. 62,000 tested, 0.06% active. inhibition, %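 (ten-compound pools at 5 µM per compound and 50 µM total)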. AID 488. Purified cathepsin B, AMC dipeptide fluorescence; in the data active means inhibition above about 22%, passing the limit was not always enough;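 further: 0% = enzyme without compound and 100% = no enzyme blank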
FXIIa inh mix – inhibitors of human coagulation factor XIIa, pooled mixtures; AID 684; inhibition, % at 5 µM; 62,000 tested, 0.2% active; purified FXIIa, fluorogenic substrate;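 further: 0% = enzyme without compound and 100% = no enzyme blank; some results filed as inactive read as strong as hits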
Target sequence (P00748 20-372 limits assumed): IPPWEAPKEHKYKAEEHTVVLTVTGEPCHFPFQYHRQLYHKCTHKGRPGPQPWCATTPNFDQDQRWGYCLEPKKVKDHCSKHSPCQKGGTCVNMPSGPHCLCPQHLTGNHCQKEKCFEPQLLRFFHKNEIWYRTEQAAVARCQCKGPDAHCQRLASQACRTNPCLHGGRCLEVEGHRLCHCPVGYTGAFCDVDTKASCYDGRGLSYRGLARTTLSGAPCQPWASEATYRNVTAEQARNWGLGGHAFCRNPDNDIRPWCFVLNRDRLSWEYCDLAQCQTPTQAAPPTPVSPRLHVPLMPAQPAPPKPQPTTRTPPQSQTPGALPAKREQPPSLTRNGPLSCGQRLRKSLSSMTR
Target sequence (P00748 373-615 limits assumed): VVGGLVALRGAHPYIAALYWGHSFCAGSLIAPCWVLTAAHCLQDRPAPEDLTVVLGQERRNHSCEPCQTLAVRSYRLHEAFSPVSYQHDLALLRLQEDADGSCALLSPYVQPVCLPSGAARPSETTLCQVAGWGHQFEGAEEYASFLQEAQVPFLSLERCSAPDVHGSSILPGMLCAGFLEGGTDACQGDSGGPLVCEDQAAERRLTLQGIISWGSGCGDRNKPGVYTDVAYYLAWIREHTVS
CatL block – blocks human cathepsin L protease activity; purified cathepsin L, fluorogenic substrate, fluorescence; 58,000 tested, 0.17% active; inhibition, %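 (tested at 10 µM)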; in the data active means inhibition above about 45%;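 further: 0% = enzyme with no compound and 100% = no enzyme blank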
Target sequence (P07711 114-288 limits assumed): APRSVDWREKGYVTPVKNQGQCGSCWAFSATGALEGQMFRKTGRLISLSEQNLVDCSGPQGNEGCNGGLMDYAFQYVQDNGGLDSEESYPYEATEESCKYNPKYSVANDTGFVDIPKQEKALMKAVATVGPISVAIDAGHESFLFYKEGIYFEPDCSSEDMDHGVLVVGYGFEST
Target sequence (P07711 292-333 limits assumed): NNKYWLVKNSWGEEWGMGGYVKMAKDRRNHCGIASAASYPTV
CatB block – human cathepsin B inhibition. purified cathepsin B, fluorogenic substrate, fluorescence. inhibition, %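 (tested at 10 µM)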. 63,000 tested, 0.1% active. P07858; in the data active means inhibition above about 21%;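 further: 0% = enzyme with no compound and 100% = no enzyme blank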
CatG inh – blocks human cathepsin G enzyme activity | P08311 | purified enzyme, AMC-tetrapeptide fluorescence, pooled mixtures | inhibition, % at 5 µM (by protocol) | 62,000 tested, 0.2% active;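 active means inhibition above 20% in each of the two mixture wells holding the compound; inactive means inhibition of 20% or less in either well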;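 further: 0% = enzyme control without mixture and 100% = blank lacking enzyme; strong numbers were not always called active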
* = called active by the depositor; · = no result given. Unless noted, no stated cut-off is given here; in the data, active means inhibition above about 20% (passing the limit was not always enough); inactive means the rest. Not all compounds are listed (hit frequency here may not be typical).

smiles	Abs 340nm	CatS inh	FXIa inh mix	C1s block	CatB mixtures	FXIIa inh mix	CatL block	CatB block	CatG inh
O=C(Nc1cccc(Cl)c1N1CCCCC1)c1ccc2c(c1)OCCO2	1.03	-1.0	-0.3	-7.4	1.0	-14.9	7.2	-2.9	-2.3
Clc1c(CSc2nc3ccccc3o2)nc2ccccn12	0.98	3.2	-5.5	2.6	4.0	4.3	7.0	1.8	9.3
CCOCCn1cnc2sc(C(=O)Nc3nc(C)c(C(=O)OCC)s3)c(C)c2c1=O	1.02	-32.7	6.4	9.7	3.3	-18.3	-13.6	-1.0	8.9
CCn1c(SCC(=O)Nc2cc(NC(C)=O)ccc2OC)nnc1-c1ccccn1	1.01	-10.3	3.0	4.2	5.6	5.7	-5.7	-1.8	0.6
CCNC(=O)c1nc[nH]c1C(=O)NCC	1.03	-1.1	2.9	12.8	-1.8	10.2	5.8	1.5	9.3
COc1ccccc1-n1c(SC)nc(O)cc1=O	1.02	2.0	6.0	12.6	4.6	17.0	·	0.0	10.1
O=c1sc(N2CCN(c3ccccc3F)CC2)nc2ccsc12	1.07	-4.7	-7.8	-63.7	-0.7	12.7	-5.1	-2.7	2.5
CC(C)C(=O)Nc1nc2c(ncn2C2CC(O)C(CO)O2)c(=O)[nH]1 (stereo not given)	1.04	-4.1	11.7	3.0	0.4	2.2	·	-0.9	1.4
CCC(C(=O)NC1CCCC1)N(Cc1ccco1)C(=O)Cn1nnc(-c2ccc(C)cc2)n1 (stereo not given)	0.99	-5.0	-1.1	-6.5	4.0	2.8	-1.1	2.4	-1.9
O=C(Nc1cccnc1)c1cc2nc(C3CC3)cc(C(F)(F)F)n2n1	1.09	1.7	3.6	1.4	4.1	13.7	-1.2	-2.3	0.5
Fc1cccc(Cl)c1CSc1nnc(COc2cccc3cccnc23)o1	1	9.9	11.9	-2.8	0.2	2.6	12.3	1.6	-3.2
CC(=O)Nc1cccc(NC(=O)CSc2nnnn2Cc2ccccc2)c1	0.97	-7.5	7.9	15.1	2.9	6.3	-11.4	1.2	4.8

One compound at a time, as listed above:
CC(=O)Nc1cccc(NC(=O)CSc2nnnn2Cc2ccccc2)c1 is listed with Abs 340nm: 0.97; CatS inh: -7.5; FXIa inh mix: 7.9; C1s block: 15.1; CatB mixtures: 2.9; FXIIa inh mix: 6.3; CatL block: -11.4; CatB block: 1.2; CatG inh: 4.8
Clc1c(CSc2nc3ccccc3o2)nc2ccccn12 is listed with Abs 340nm: 0.98; CatS inh: 3.2; FXIa inh mix: -5.5; C1s block: 2.6; CatB mixtures: 4.0; FXIIa inh mix: 4.3; CatL block: 7.0; CatB block: 1.8; CatG inh: 9.3

(cont.)
smiles	Abs 340nm	CatS inh	FXIa inh mix	C1s block	CatB mixtures	FXIIa inh mix	CatL block	CatB block	CatG inh
COc1ccc(S(=O)(=O)N2Cc3ccccc3CC2C(=O)N2CCOCC2)cc1 (stereo not given)	1.03	3.0	11.1	2.7	-2.1	-1.8	0.5	0.4	7.0
CC(=O)c1c(C)[nH]c(C(=O)N2CCCCCC2)c1C	1	-3.3	5.3	-2.6	-4.2	6.5	-6.9	-1.1	-1.5
CCc1c(C)sc(NC(=O)CC#N)c1C#N	1.05	7.6	-7.4	-17.2	0.0	-12.4	0.7	2.8	-9.7
CCS(=O)(=O)N1CCC(C(=O)NCCN2CCN(Cc3ccccc3)CC2)CC1	0.98	-18.8	-21.4	-132.6	-10.5	1.8	-2.2	-2.0	-9.0
Cc1ccc(C(c2sc3ncnn3c2O)N2CCC(C)CC2)cc1 (stereo not given)	1.04	41.9	9.7	0.0	1.1	-1.9	·	1.2	-0.1
CC(C)(C)C(=O)NC1CCN(S(=O)(=O)c2cccc(C(F)(F)F)c2)CC1	1	4.9	4.9	-33.5	5.4	8.9	·	7.4	-1.8
CCc1ccc(Cn2nnc(C(=O)Nc3cccc(C)c3)c2N)cc1	1.02	1.8	3.9	-53.8	2.4	3.5	20.1	-0.1	-4.5
CN(c1ccccc1C(=O)N1CCN(c2cccc(Cl)c2)CC1)S(C)(=O)=O	0.98	8.2	-3.0	-6.0	4.2	8.2	1.9	5.7	-0.8
CCn1c(SCC(=O)c2c(N)n(C)c(=O)n(C)c2=O)nc2sc(C)c(C)c2c1=O	1.03	15.6	28.5	33.4*	30.2	-23.8	16.6	-0.7	4.5
O=c1/c(=C\c2cccnc2)sc2nc3ccccc3n12	1.09	20.6	9.1	3.5	11.0	7.7	16.7	0.6	3.6
Cc1nc2c(C(=O)NCCc3ccccc3)c[nH]n2c(=O)c1Cl	1.05	-2.1	12.1	15.2	1.8	5.2	·	5.1	10.8
O=C(O)CC(Cn1cnnn1)c1ccccc1 (stereo not given)	0.98	-3.5	3.9	-9.5	2.9	-18.8	·	0.0	10.2

Continuation.
Every second line gives: Abs 340nm | CatS inh | FXIa inh mix | C1s block | CatB mixtures | FXIIa inh mix | CatL block | CatB block | CatG inh
Cc1onc(C(=O)N2CCC(C(N)=O)CC2)c1-c1ccccc1Cl
→ 1.03 | -11.2 | -2.0 | -29.1 | -3.1 | 8.2 | -1.4 | 1.9 | 0.4
COc1nnc(OC)c2ccccc12
→ 0.96 | -0.1 | 4.6 | 14.8 | 1.1 | 3.6 | 5.6 | 0.8 | 9.8
O=C(CCc1ccc(S(=O)(=O)N2CCOCC2)cc1)NCCCN1CCCC1=O
→ 0.98 | -4.2 | 5.6 | 0.3 | 2.0 | 10.8 | 5.0 | 4.9 | 9.9
Cc1oc(-c2cccs2)nc1CS(=O)CC(=O)NCCCN1CC(C)CC(C)C1 (stereo not given)
→ 1.05 | 8.2 | 7.2 | -14.5 | 2.3 | 5.0 | -1.6 | 3.7 | -0.2
CCOC(=O)CNC(=O)Cn1cnc2ccc(S(=O)(=O)N3CCC(C)CC3)cc2c1=O
→ 1.01 | 4.3 | -1.4 | -5.7 | 1.5 | 4.0 | 7.5 | 6.7 | -0.7
Cc1cc2cc(CNC(=O)CCC(=O)O)ccc2[nH]1
→ 1.01 | -0.8 | 5.5 | 10.0 | 4.1 | 5.8 | -7.2 | 1.5 | 10.7
Clc1cc(Cl)c2nc(N3CCCC3)sc2c1
→ 1 | -0.7 | -2.0 | 4.3 | 3.1 | 4.6 | -1.8 | 4.7 | 7.3
O=C(COc1ccc2c(c1)CCC2)N1CCc2ccccc21
→ 1.02 | -6.8 | 11.5 | -37.4 | 1.7 | 8.1 | -8.2 | -5.2 | -1.0
COC(=O)c1nnn(-c2ccccc2)c1N
→ 0.97 | 6.9 | 1.7 | 14.6 | 6.6 | -18.9 | 12.7 | 4.0 | 9.6
N#Cc1nc(N2CCOCC2)nc(N2CCOCC2)n1
→ 1.06 | 31.9* | 8.5 | 16.8 | 8.2 | -16.6 | 67.2* | 9.2 | 10.5
O=C(CSC1=NCCS1)NCc1ccco1
→ 1 | 14.7 | 3.5 | -18.9 | 2.3 | 1.8 | -0.9 | 0.6 | -13.7
O=C(O)CCc1ccc(-c2cccs2)n1-c1ccc(C(=O)O)cc1
→ 1.06 | 5.7 | 2.4 | 2.5 | -1.5 | 3.9 | 2.6 | 2.0 | 12.7
CC(C)CNS(=O)(=O)c1ccc(CCC(=O)O)cc1
→ 1 | -1.7 | 1.7 | 1.4 | 1.1 | -14.8 | 6.9 | 4.8 | 5.7
Cc1ccc(S(=O)(=O)NCc2nc3ccccc3[nH]2)cc1
→ 1.03 | 19.4 | 4.6 | 8.2 | 4.6 | -3.0 | 2.7 | 2.2 | 10.4
O=C(O)C1CSC2c3ccccc3C(=O)N12 (stereo not given)
→ 1 | -7.2 | 4.3 | 11.7 | 4.6 | 1.4 | 2.4 | 2.1 | 11.2
Cn1c(C2=C(O)CN(c3ccc4c(c3)OCCO4)C2=N)nc2ccccc21
→ 1.01 | -3.7 | 2.2 | 12.1 | 0.9 | 0.8 | 4.5 | 1.7 | 8.2
O=C(NCCN1CCc2ccccc2C1)C1CCN(S(=O)(=O)N2CCCCC2)CC1
→ 1.02 | 0.8 | -1.6 | -0.5 | 6.1 | 5.3 | 5.8 | 3.5 | 12.2
Cc1occc1-c1nnc(SCc2nnc(-c3ccc(Cl)cc3)o2)n1C
→ 1 | -0.4 | 6.9 | 2.4 | 4.7 | 13.2 | -0.7 | -7.8 | 0.0
Cc1ccc2oc(=O)c3cnn(CC(=O)NCCCOC(C)C)c3c2c1
→ 1.02 | -4.1 | 6.9 | -1.3 | -1.6 | 3.2 | 0.4 | -3.0 | -1.9
CCCn1c(CCc2ccccc2)nnc1SCC(=O)N1CCOCC1
→ 1.03 | 1.4 | 3.2 | -0.5 | 0.3 | 13.2 | -3.6 | -0.8 | -1.4
CC(=O)Nc1ccc(NS(=O)(=O)c2ccc(Cl)c(C(=O)O)c2)cc1
→ 0.98 | 6.6 | 4.2 | -18.0 | 3.1 | 7.5 | 7.1 | 2.0 | -1.7
Cc1nnc(SCCn2c(Br)nc3c2c(=O)[nH]c(=O)n3C)s1
→ 1.01 | 5.0 | -0.7 | 4.9 | 2.4 | 2.0 | 21.0 | 2.4 | 0.3
CC(=O)OC1CC(C)N(C(=O)c2ccccc2)c2ccc(C)cc21 (stereo not given)
→ 1.02 | -7.7 | -15.5 | -62.7 | -4.0 | -4.6 | -4.0 | 2.4 | -25.4
CN1CCC(NC(=O)c2cccs2)CC1
→ 0.99 | 5.9 | -9.8 | -38.4 | -8.8 | 6.0 | 4.2 | 3.6 | 4.3
CCNc1nc(-c2ccc(Cl)cc2)cs1
→ 1.02 | -4.9 | 6.6 | 8.5 | 3.9 | -2.3 | -5.7 | -3.6 | 1.0
CC(OC(=O)c1nsc(Cl)c1Cl)C(=O)NCc1ccco1 (stereo not given)
→ 1.02 | -6.4 | 3.3 | 5.7 | -0.6 | 3.3 | -5.0 | -0.6 | 8.9
O=C(Cn1cc2c(n1)CCCCC2)NCc1ccccc1
→ 1.03 | 11.1 | -2.8 | 0.9 | -0.6 | -2.8 | 7.0 | 3.8 | 10.3
CSc1nc2c(c(=O)[nH]1)C(c1ccncc1)C(C(=O)OC(C)C)=C(C)N2 (stereo not given)
→ 1.07 | 2.6 | 1.5 | 2.6 | 2.1 | 2.8 | 15.6 | 2.3 | 9.9
O=c1c2ccccc2[nH]c(=S)n1CCN1CCC(=C(c2ccc(F)cc2)c2ccc(F)cc2)CC1
→ 1.01 | -1.3 | 2.6 | -0.9 | -6.3 | 13.8 | 0.9 | -0.9 | 13.1

4 entries from above, field by field.
CC(=O)OC1CC(C)N(C(=O)c2ccccc2)c2ccc(C)cc21 (stereo not given)
  Abs 340nm = 1.02
  CatS inh = -7.7
  FXIa inh mix = -15.5
  C1s block = -62.7
  CatB mixtures = -4.0
  FXIIa inh mix = -4.6
  CatL block = -4.0
  CatB block = 2.4
  CatG inh = -25.4

CN1CCC(NC(=O)c2cccs2)CC1
  Abs 340nm = 0.99
  CatS inh = 5.9
  FXIa inh mix = -9.8
  C1s block = -38.4
  CatB mixtures = -8.8
  FXIIa inh mix = 6.0
  CatL block = 4.2
  CatB block = 3.6
  CatG inh = 4.3

CCNc1nc(-c2ccc(Cl)cc2)cs1
  Abs 340nm = 1.02
  CatS inh = -4.9
  FXIa inh mix = 6.6
  C1s block = 8.5
  CatB mixtures = 3.9
  FXIIa inh mix = -2.3
  CatL block = -5.7
  CatB block = -3.6
  CatG inh = 1.0

CC(OC(=O)c1nsc(Cl)c1Cl)C(=O)NCc1ccco1 (stereo not given)
  Abs 340nm = 1.02
  CatS inh = -6.4
  FXIa inh mix = 3.3
  C1s block = 5.7
  CatB mixtures = -0.6
  FXIIa inh mix = 3.3
  CatL block = -5.0
  CatB block = -0.6
  CatG inh = 8.9

Screening results deposited in PubChem BioAssay by several laboratories.
